Source: PubChem BioAssay
miR-122 sensor = blocks miR-122 activity in Huh7 sensor cells. 340,000 compounds, 0.3% hits. activation (reporter increase), % at 12.5 µM. AID 602342. Huh7 miR-122 Renilla luciferase sensor, 48 h; neutral wells = 0, positive control = 100;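 active means mean replicate activation score at least 90 and every replicate individually at or above 90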;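 further: higher luciferase means less miR-122 activity so hits act as miR-122 inhibitors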
* hit, by the source's call.

SMILES	miR-122 sensor
C#CCOC(=O)c1ccccc1C(=O)OCC#C	1.8
Cc1ccc(Nc2ncnc3sc(C)c(C)c23)cc1C	-5.9
CC(C)=CCC(C)(C)C1OCCN1C(=O)c1ccccc1 (configuration not stated)	-0.3
Cc1ccc(S(=O)(=O)N(C)CC(=O)NCc2ccncc2)cc1	-1.6
Cc1occc1-c1nnc(SCC(=O)c2cc3ccccc3oc2=O)o1	2.5
CC(=O)Nc1ccc(S(=O)(=O)N2CCN(c3ccccn3)CC2)cc1	10.2
COC(=O)[C@H]1CCCN1C(=O)Nc1cccc(Oc2c(F)c(F)c(F)c(F)c2F)c1	0.9
O=C(C1=C(O)C(=O)N(Cc2ccccc2)C1c1cccnc1)c1ccco1 (configuration not stated)	-1.9
Cc1cccc(-c2c3c(=O)n(C)c(=O)n(C)c3cn2CC2CCCO2)c1 (configuration not stated)	-5.4
c1ccc(-c2nc3c4ccccc4ccn3c2Cc2ccsc2)cc1	0.9
CCC(C(=O)NC(C)(C)C)N(C(=O)Cn1nnc(-c2cccs2)n1)c1cnc2ccccc2c1 (configuration not stated)	6.1
CC(C)Nc1nnc(SCC(=O)Nc2ccc3c(c2)C(=O)c2ccccc2C3=O)s1	2.8
CCSc1nc2ccccc2n1CCC(=O)O	-4.5
O=C(CSc1ncccn1)NCCc1ccccc1	0.2
CC1C(=O)C(C)C(c2ccco2)NC1c1ccco1 (configuration not stated)	-7.5
COc1cc(OC)c(C(=O)Nc2ccc3ccccc3c2)cc1OC	3.1
COc1ccc(C(C(=O)Nc2ccc(F)cc2)N(C(=O)Cn2nnc3ccccc32)C2CC2)cc1 (configuration not stated)	11.9
O=C(COc1ncnc2ccccc12)NCCC1=CCCCC1	5.3
CC(=O)NCCn1c(SCC(=O)NCC2CCCO2)nc2ccccc2c1=O (configuration not stated)	-2.1
O=C(O)CCCCNCc1ccccc1	-2.1
Cc1sc2ncnc(N(C)Cc3cccs3)c2c1C	-7.7
O=C(NC1CCCCC1)C(c1cccs1)N(CC1CCCO1)C(=O)c1csnn1 (configuration not stated)	18.8
C/C(=C\C(=O)O)C(=O)Nc1nccs1	0.2
O=c1c2c(nc3nc[nH]n13)CCC2	-2.0
O=c1[nH]c2cc3c(cc2cc1C(c1nnnn1C1CCCC1)N1CCSCC1)OCCO3 (configuration not stated)	7.5
O=C(O)C1C2C=CC(O2)C1C(=O)NC1CCCc2ccccc21 (configuration not stated)	-1.7
CC1=CC(c2ccccc2)n2nc(N3C(=O)CCC3=O)nc2N1 (configuration not stated)	-2.4
CCOC(=O)C(C)Sc1nnc(-c2ccccc2O)n1Cc1ccccc1 (configuration not stated)	-5.9
CCOC(=O)c1cccc(NC(=O)CCc2nc(-c3ccc(C)cc3)no2)c1	-2.1
Cn1nnnc1SCC(=O)NCc1ccco1	-3.2
CCCCNC(=O)CSc1nc2ccc(NC(=O)CSc3nnc(COc4ccccc4C)n3C)cc2s1	-12.1
COc1ccc(-c2noc(CCCC(=O)O)n2)cc1	2.3
Cc1cc(C)nc(SCC(=O)Nc2ccc(S(=O)(=O)Nc3nccs3)cc2)n1	-5.5
Cc1ccc(-c2nn(-c3ccccc3)cc2C=C2C(=O)CC(C)(C)CC2=O)cc1	0.8
Cc1nn2c3ccccc3n(Cc3ccccc3)c2nc1=O	-18.1
CCOC(=O)C(CC)Sc1nnc2c3cc(C)ccc3n(C)c2n1 (configuration not stated)	10.5
Cc1ccc(C)c(NC2=NCC(=O)N2c2ccc3c(c2)OCCO3)c1	4.4
CCOC(=O)CN1C(=O)S/C(=C/c2cc(C)n(-c3ccccn3)c2C)C1=O	-7.7
CSc1nnc2c(n1)c(C)nn2-c1cccc(C)c1	5.6
COc1ccc(CN(C(=O)c2cc3ccccc3oc2=O)C2CCCCC2)cc1OC	5.1
COc1ccc(CC(=O)NC2CCN(Cc3nnnn3C(C)(C)C)CC2)cc1OC	-4.3
CSc1cccc(NS(=O)(=O)c2ccc(F)cc2)c1	13.6
COc1cc(NC(=O)c2ccc(Br)o2)ccc1NC(=O)c1ccccc1Cl	-5.8
COC(=O)CC1COc2ccccc2N1C(=O)c1ccc(C(C)(C)C)cc1 (configuration not stated)	-3.3
O=C(CSc1nc2ccccc2o1)NCc1ccco1	-3.6
Cc1ccc(/C=N/NS(=O)(=O)c2ccccc2)o1	27.2
O=C1C=C(c2ccccc2)OC2(CCCC2)O1	-6.5
Cc1cc(C)n(-c2ncnc3sc4c(c23)CC(C)CC4)n1 (configuration not stated)	1.7
CC1(C)C(N(O)C(=O)Nc2ccccc2)N(c2cccc(Cl)c2)C(=O)N1O (configuration not stated)	-4.2
CCCCCCCCC(=O)N/N=C(\C)c1cccnc1	-5.1

The results go on.
SMILES	miR-122 sensor
CCCC(=O)NCCc1ccc(F)cc1	-1.7
COc1ccc(NC(C)=O)cc1NC(C)C(=O)Nc1ccc(F)c(F)c1F (configuration not stated)	0.0
O=C(Nc1cccc2nsnc12)c1ccc(F)cc1	2.8
COc1cc(CNc2nc3ccccc3[nH]2)cc(OC)c1OC	13.5
CCCCCC(=O)Nc1ccc(N2CCN(S(C)(=O)=O)CC2)cc1	-0.2
O=C1CCc2cc(S(=O)(=O)N3CCN(Cc4ccc5c(c4)OCO5)CC3)ccc2N1	-4.4
CN(CC(=O)Nc1ccc(F)c(F)c1F)C1CCCCC1	-6.8
O=C1CCN(C(=O)Nc2ccccc2Cl)N1	6.4
CC(C)Cn1cnc2c1c(=O)n(CC(O)c1ccccc1)c(=O)n2CC(C)C (configuration not stated)	1.8
Cc1cccc(OCC(=O)NC(=S)Nc2ccc(S(=O)(=O)NC3CCCCC3)cc2)c1	42.2
CCN(CC)S(=O)(=O)c1ccc(C(=O)NCC(c2cccs2)N2CCOCC2)cc1 (configuration not stated)	3.2
CCN(CC)c1nc2ccccc2n2cnnc12	-4.7
Cc1onc(-c2ccccc2)c1C(=O)NCC1COc2ccccc2O1 (configuration not stated)	-1.9
CCOC(=O)C1CCCN(C(=O)c2cn(C)c3ccc(S(=O)(=O)N4CCCC4)cc3c2=O)C1 (configuration not stated)	0.2
COc1ccc(-c2noc(CN(C(=O)C(C)(C)C)C(C)C)n2)cc1	-2.9
CCn1c(SCC(=O)NCCc2ccc(OC)c(OC)c2)nc2c1c(=O)n(C)c(=O)n2C	0.4
CC1(C)CC(=O)C(C(c2cccnc2)C2C(=O)CC(C)(C)CC2=O)C(=O)C1	-4.5
O=C(O)CSCNC(=O)CC12CC3CC(CC(C3)C1)C2	11.0
CCOc1cc([C@H]2[C@@H]3CCCC[C@]3(O)CCN2CC(=O)NCc2ccco2)ccc1O	-4.6
Cc1ccc(C(=O)N2c3ccc(F)cc3CCC2C)o1 (configuration not stated)	-0.3

A portion from further up:
SMILES	miR-122 sensor
CCOC(=O)C1CCCN(C(=O)c2cn(C)c3ccc(S(=O)(=O)N4CCCC4)cc3c2=O)C1 (configuration not stated)	0.2
COc1ccc(-c2noc(CN(C(=O)C(C)(C)C)C(C)C)n2)cc1	-2.9

Following part:
SMILES	miR-122 sensor
O=C(CN(c1ccc2c(c1)OCCO2)S(=O)(=O)c1ccccc1)NCC1CCCO1 (configuration not stated)	19.9
CC1CN(CC(O)COc2ccc(C(=O)c3ccccc3)cc2)CC(C)O1 (configuration not stated)	10.0
COc1cc(/C=C/C(=O)O)cc(S(=O)(=O)Nc2ccc(F)cc2)c1OC	1.3
O=C(COc1ccc(Cl)cc1)NCc1nnc(SCC(=O)NC2CCCCC2)o1	-14.0
Nc1ccc2c(C(F)(F)F)cc(=O)oc2c1	-5.8
CCOC(=O)CSc1nc2c(sc3ccccc32)c(=O)n1CCCN1CCOCC1	-9.6
CCOC(=O)c1c(C)n(C)c2ccc(OC)c(NC(=O)CN3CCN(Cc4ccccc4)CC3)c12	-1.7
CCN(CC)S(=O)(=O)c1cc(C(=O)OC)ccc1Cl	1.3
COc1ccc(CNC(=O)Nc2cccc(C)c2)cc1	1.2
COC(=O)c1[nH]c2cccc(C)c2c1NC(=O)CN1CCN(c2ccccc2OC)CC1	-10.0
CCC(OC(=O)c1cc2sccc2n1C)C(=O)NCC1CCCO1 (configuration not stated)	2.0
C=CCSc1nc(Oc2ccccc2)c2sccc2n1	4.2
CCn1c(O)c(N=NC2=NC(=O)CS2)c2cc(C)ccc21	3.4
C=C(C)Cn1c(SCCN2CCOCC2)nc2c1c(=O)[nH]c(=O)n2C	-16.4
O=c1c2ccccc2nc2n1C(CSCc1ccc(Cl)cc1Cl)CS2 (configuration not stated)	0.5
Brc1cccc(OCCCCN2CCCCC2)c1	2.1
CCOC(OCC)P(=O)(C(C)C)C(C)C	26.5
Cc1ccc(CNC(=O)c2coc(=O)c3ccccc23)o1	10.1
CCCN(CCC)S(=O)(=O)c1ccc(C(=O)N2CCC(=O)c3ccccc32)cc1	-2.0
CCN(Cc1cc2ccccc2[nH]c1=O)C(=O)C1CCCCC1	-8.0

21 of these compounds, reformatted.
| canonical_smiles | miR-122 sensor |
| --- | --- |
| Cc1ccc(C(=O)N2c3ccc(F)cc3CCC2C)o1 (configuration not stated) | -0.3 |
| O=C(CN(c1ccc2c(c1)OCCO2)S(=O)(=O)c1ccccc1)NCC1CCCO1 (configuration not stated) | 19.9 |
| CC1CN(CC(O)COc2ccc(C(=O)c3ccccc3)cc2)CC(C)O1 (configuration not stated) | 10.0 |
| COc1cc(/C=C/C(=O)O)cc(S(=O)(=O)Nc2ccc(F)cc2)c1OC | 1.3 |
| O=C(COc1ccc(Cl)cc1)NCc1nnc(SCC(=O)NC2CCCCC2)o1 | -14.0 |
| Nc1ccc2c(C(F)(F)F)cc(=O)oc2c1 | -5.8 |
| CCOC(=O)CSc1nc2c(sc3ccccc32)c(=O)n1CCCN1CCOCC1 | -9.6 |
| CCOC(=O)c1c(C)n(C)c2ccc(OC)c(NC(=O)CN3CCN(Cc4ccccc4)CC3)c12 | -1.7 |
| CCN(CC)S(=O)(=O)c1cc(C(=O)OC)ccc1Cl | 1.3 |
| COc1ccc(CNC(=O)Nc2cccc(C)c2)cc1 | 1.2 |
| COC(=O)c1[nH]c2cccc(C)c2c1NC(=O)CN1CCN(c2ccccc2OC)CC1 | -10.0 |
| CCC(OC(=O)c1cc2sccc2n1C)C(=O)NCC1CCCO1 (configuration not stated) | 2.0 |
| C=CCSc1nc(Oc2ccccc2)c2sccc2n1 | 4.2 |
| CCn1c(O)c(N=NC2=NC(=O)CS2)c2cc(C)ccc21 | 3.4 |
| C=C(C)Cn1c(SCCN2CCOCC2)nc2c1c(=O)[nH]c(=O)n2C | -16.4 |
| O=c1c2ccccc2nc2n1C(CSCc1ccc(Cl)cc1Cl)CS2 (configuration not stated) | 0.5 |
| Brc1cccc(OCCCCN2CCCCC2)c1 | 2.1 |
| CCOC(OCC)P(=O)(C(C)C)C(C)C | 26.5 |
| Cc1ccc(CNC(=O)c2coc(=O)c3ccccc23)o1 | 10.1 |
| CCCN(CCC)S(=O)(=O)c1ccc(C(=O)N2CCC(=O)c3ccccc32)cc1 | -2.0 |
| CCN(Cc1cc2ccccc2[nH]c1=O)C(=O)C1CCCCC1 | -8.0 |

Further entries:
SMILES	miR-122 sensor
CC(NC(=O)CN(C)Cc1nc2ccccc2c(=O)[nH]1)c1ccccc1 (configuration not stated)	-1.3
CCS(=O)(=O)N1CCC(C(=O)Nc2cc(Cl)ccc2O)CC1	-4.2
c1ccc2c(c1)OCC(c1nnc3sc(-c4ccc5c(c4)OCO5)nn13)O2 (configuration not stated)	3.4
O=C(NCc1ccccn1)c1ccc(Cn2c(=S)[nH]c3ccccc3c2=O)cc1	1.5
Cc1ccc(OCC(=O)N2CCCCC2)c(Br)c1	-0.7
CN1CCCc2cc(C=O)ccc21	-6.6
CCOC(=O)c1ccccc1NC(=S)N1CCC(C)CC1	23.4
CC(=O)Nc1ccccc1C(=O)N1CC(C)OC(C)C1 (configuration not stated)	-6.0
CCOC(=O)c1cc(-c2ccccc2)n(CC(=O)N2CCCC2)c1C	10.1
CC1CC2(NC(=O)NC2=O)C(C)CN1C (configuration not stated)	2.4
COc1cc(SC)ccc1C(=O)N1CCCCCC1	2.8
O=C(C1CC1)N1CCN(c2nc3ccccc3s2)CC1	-4.1
COc1ccc(C(C(=O)NC2CCCC2)N(Cc2ccc(C)cc2)C(=O)c2ccn[nH]2)cc1OC (configuration not stated)	6.1
Cc1nnc(N)nc1C	-6.1
COc1ccc(NC2=NCC(=O)N2c2ccccc2F)c(OC)c1	-0.2
CCNC(=O)CC1C(=O)N(c2ccc(F)cc2)C(=O)N1CCC(C)C (configuration not stated)	-2.6
COc1ccc(OC)c(S(=O)(=O)NC2CCN(Cc3ccccc3)CC2)c1	7.2
NC(=O)c1cc2cc(Br)ccc2oc1=NCc1ccccc1	6.5
COc1ccc2nc(C(F)(F)C(F)(F)F)c(C#N)c(N)c2c1	8.1
CCc1nnc(NC(=O)C2c3ccccc3Oc3ccccc32)s1	-3.6
COc1ccc(C(c2nnnn2Cc2ccccc2)N2CCN(c3nc4ccccc4s3)CC2)cc1 (configuration not stated)	15.9
Cc1cccc2cc(CN(Cc3ccco3)S(=O)(=O)c3ccc4c(c3)OCCO4)c(=O)[nH]c12	18.8
O=C(Cn1c(C2CC2)nc2ccccc2c1=O)Nc1ccc(Br)cc1	9.1
Cc1ccc2[nH]c(=O)c(CN(CCc3ccccc3)Cc3nnnn3CC3CCCO3)cc2c1 (configuration not stated)	-4.0
Cc1ccc(CNC(=O)CSc2nc3ccccc3c(=O)n2CCCO)cc1	-5.3
Cc1onc(-c2ccccc2Cl)c1C(=O)NCc1ccc(S(N)(=O)=O)cc1	5.7
COc1cccc(/C(O)=C2/C(=O)C(=O)N(c3ccccn3)C2c2ccc(OC)c(OC)c2)c1 (configuration not stated)	-4.1
CCCCOC(=O)Nc1nc2ccccc2s1	-2.3
CCC(C)NS(=O)(=O)c1ccc(OCC(=O)N2CCCCC2)cc1 (configuration not stated)	5.7
CN(CC(=O)NC(=O)NCc1ccco1)Cc1nc2ccccc2c(=O)[nH]1	-10.6
Cc1cccc(C(=O)N2CC3(C)CC2CC(C)(C)C3)c1 (configuration not stated)	-4.4
CC1CCN(S(=O)(=O)c2ccc3c(c2)CCN3C(=O)CCC(=O)O)CC1	-0.4
C=CCN=C1SCC(=O)N1S(=O)(=O)c1ccccc1	8.4
CCc1nnc(NC(=O)c2cccc(S(=O)(=O)N3CCN(c4ccccc4)CC3)c2)s1	2.4

Some of the compounds tested; the hit share may differ from the screen's.
